T cruzi growth – inhibitors of T. cruzi proliferation; actives 5.9% (n = 77,000); inhibition, % at 8.34 µM; T. cruzi beta-gal in NIH3T3, GalScreen luminescence, 90 h;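 active = mean inhibition above about 93%, with at least 55% of replicates each passing it, limit read from the data, passing the limit was not always enough; inconclusive = only one of those two conditions holds; inactive = neither condition holds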
KDM4C inh – blocks human GASC-1 (KDM4C) demethylase activity; Q9H3R0; GST-KDM4C 2-372, H3K9me3 peptide, LANCE TR-FRET; inhibition, % at 12.5 µM; actives 0.15% (n = 96,000);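 active = mean replicate inhibition above about 25%, with at least 55% of replicates also reaching it, limit read from the data, passing the limit was not always enough; inconclusive = only one of those two conditions met; inactive = neither condition met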
Target sequence (Q9H3R0 2-372 limits assumed): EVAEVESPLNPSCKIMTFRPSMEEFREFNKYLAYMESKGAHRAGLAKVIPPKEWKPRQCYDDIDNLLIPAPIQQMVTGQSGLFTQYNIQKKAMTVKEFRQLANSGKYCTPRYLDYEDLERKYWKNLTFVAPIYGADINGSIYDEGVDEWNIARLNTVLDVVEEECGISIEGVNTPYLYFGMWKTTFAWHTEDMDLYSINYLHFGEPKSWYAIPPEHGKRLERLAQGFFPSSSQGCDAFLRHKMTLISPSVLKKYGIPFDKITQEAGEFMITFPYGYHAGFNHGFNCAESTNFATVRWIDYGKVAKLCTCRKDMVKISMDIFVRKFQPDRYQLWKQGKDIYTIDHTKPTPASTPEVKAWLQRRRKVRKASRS
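Material: GST-tagged GASC-1 (JMJD2C) catalytic fragment, aa 2-372. Input: enzyme final amount 10 nM. Medium: HEPES buffer, pH 7.5, plus ascorbate. Reagent: H3K9me3 peptide substrate, Fe(II), 2-oxoglutarate. Doses: single dose. Times: reaction 30 min RT, detection step 1 h RT. Measured by: LANCE TR-FRET. Evaluation: Fall in 671/618 emission ratio as inhibition.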
C diff growth – C. difficile growth inhibition | Clostridium difficile clinical isolate growth, OD600, 24 h; stronger effect = lower value | growth activity, negative = inhibition, % at 16 µg/mL (by protocol) | actives 0.25% (n = 86,000) | AID 1259249;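 active = mean growth activity at or below -80% and every replicate also at or below -80%; inconclusive = mean at or below -80% but some replicate above -80%; inactive = mean growth activity above -80%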;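 also: 0% = DMSO wells and -100% = levofloxacin 16 µg/mL wells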
Pf Dd2 growth – blocks growth of Plasmodium falciparum Dd2 parasites. P. falciparum Dd2 growth, SYBR Green, 72 h; stronger effect = lower value. activity change, % at 10 µM. actives 2.3% (n = 94,000). AID 1159554; in the data active = activity change below about -80%; inconclusive = no clear call, values can overlap the other calls
Starred values were filed as active, the others as inactive; u = inconclusive; x = not tested or not shown; & = joins results of further samples. Compounds as they come. About 6.7% of those tested had a hit in this group.

Order of values: T cruzi growth, KDM4C inh, C diff growth, Pf Dd2 growth
C[C@@H]1CCCCO[C@H](CN(C)C(=O)NC2CCCCC2)[C@@H](C)CN([C@H](C)CO)C(=O)c2cc(NS(=O)(=O)c3ccccc3)ccc2O1
  34.6, -0.2, 3.8, -26.0
C[C@H](CO)N1C[C@H](C)[C@H](CN(C)CC2CC2)Oc2cc(/C=C/c3ccccc3)ccc2S1(=O)=O
  66.1, -1.0, 12.0, -64.5
O=C(C[C@H]1CC[C@@H]2[C@H](COC[C@@H](O)CN2C(=O)Nc2ccc(Cl)c(Cl)c2)O1)NCc1ccc(Cl)c(Cl)c1
  98.3*, -0.8, x, -1.1
O=C1CNC[C@@H]2[C@H](c3ccc(C4=CCCCC4)cc3)[C@@H](CO)N12
  x, 1.5, 0.5, 9.0
C[C@H]1CN([C@@H](C)CO)C(=O)CCCn2cc(nn2)CO[C@H]1CN(C)C(=O)Nc1ccccc1
  46.7, 0.2, x, -8.1
CCCN1C[C@H](C)[C@H](OC)CN(C)C(=O)c2cc(NC(=O)c3cccc(OC)c3)ccc2OC[C@@H]1C
  15.6, -1.3, x, x
C[C@H](CO)N1C[C@H](C)[C@H](CN(C)C(=O)Nc2ccc3c(c2)OCO3)OCCCC[C@H](C)Oc2ccc(NS(=O)(=O)c3ccccc3)cc2C1=O
  101.3*, 0.0, -0.4, -35.0
COc1ccc(NC(=O)Nc2cccc3c2O[C@H](CN(C)C(=O)Nc2ccccc2)[C@H](C)CN([C@@H](C)CO)C3=O)cc1
  11.4, -2.2, 2.9, -14.8
CO[C@H]1CN(C)C(=O)c2cc(NC(=O)Nc3ccc(Cl)cc3)ccc2OC[C@@H](C)NC[C@H]1C
  -58.1, -0.1, -4.2, 2.9
C[C@H](CO)N1C[C@H](C)[C@H](CN(C)S(C)(=O)=O)Oc2ccc(NC(=O)Nc3ccc(F)cc3)cc2C1=O
  54.6, 1.1, 3.3, 6.9
CC(=O)N(C)C[C@@H]1Oc2ncc(C#Cc3ccncc3)cc2C(=O)N([C@@H](C)CO)C[C@H]1C
  x, -0.5, 3.9, 79.3
CCCNC(=O)Nc1ccc2c(c1)C(=O)N(C)C[C@@H](OC)[C@H](C)CN(C(=O)c1ccccc1F)[C@H](C)CO2
  -27.6, 0.1, x, 13.3
O=C(c1ccc(F)cc1)N1C[C@@H]2N[C@H](C1)C2c1ccc(-c2cccnc2)cc1 (some centres not stated)
  x, -0.4&0.0, -1.9&-4.9, -13.0&-7.3
CO[C@@H]1CC[C@@H]2CCN(C)C(=O)[C@H](C)[C@H](OC)CN(C)C(=O)c3cc(C#N)ccc3OC[C@H]1O2
  0.7, 1.8, x, 20.2
CN1C(=O)c2cc(NC(=O)Cc3cccs3)ccc2OC[C@@H]2O[C@@H](CC(=O)NCCc3ccncc3)CC[C@@H]21
  -92.2, -0.8, -0.2, x
C[C@@H]1CN([C@H](C)CO)C(=O)c2cc(NC(=O)Nc3ccc(F)cc3)ccc2O[C@@H](C)CCCCO[C@@H]1CN(C)C(=O)C1CCCCC1
  57.0, 0.7, 2.6, -92.1*
C[C@@H]1CN([C@@H](C)CO)C(=O)c2cc(NC(=O)C3CCCCC3)ccc2O[C@H]1CN(C)C(=O)Nc1ccc(C(F)(F)F)cc1
  -2.7, -1.9, 0.8, 2.8
C[C@@H]1CCCCO[C@@H](CN(C)C(=O)Cc2ccccc2)[C@H](C)CN([C@@H](C)CO)C(=O)c2cc(NC(=O)Nc3ccc4c(c3)OCO4)ccc2O1
  -44.1, 0.9, 7.0, 27.4
CO[C@H](CN(C)Cc1ccc(-c2ccccn2)cc1)[C@H](C)CN(C(=O)Nc1ccc(F)cc1)[C@H](C)CO
  93.2, 0.1, x, -28.9
COc1ccc(NC(=O)N(C)C[C@H]2Oc3c(NC(=O)NC(C)C)cccc3C(=O)N([C@H](C)CO)C[C@H]2C)cc1
  33.5, 5.1, 2.5, -46.9
Cc1noc(C)c1S(=O)(=O)N(C)C[C@H]1OCc2cn(nn2)CCCC(=O)N([C@@H](C)CO)C[C@@H]1C
  -3.0, x, x, -1.2
C[C@@H]1CN([C@H](C)CO)C(=O)c2cccc(NS(=O)(=O)c3cccs3)c2O[C@@H]1CN(C)C(=O)Nc1ccccc1
  19.0, -2.4, x, 25.8
COCc1cn(CC[C@@H]2CC[C@H](NC(=O)Nc3ccc4c(c3)OCO4)[C@H](CO)O2)nn1
  -62.9, x, -2.3, -1.0
CCCNC(=O)C[C@@H]1C[C@H]2c3cc(NC(=O)NC4CCCC4)ccc3O[C@H]2[C@H](CO)O1
  -38.3, 2.9, x, -5.0
COc1ccc(S(=O)(=O)N(C)C[C@@H]2OCCCC[C@H](C)Oc3ccc(NC(=O)C4CCCCC4)cc3C(=O)N([C@@H](C)CO)C[C@@H]2C)cc1
  65.0, -1.2, 0.4, -67.9
C[C@@H]1CN([C@@H](C)CO)C(=O)c2cccc(NC(=O)Nc3ccccc3)c2O[C@H]1CN(C)C(=O)Nc1ccc2c(c1)OCO2
  13.0, 3.9, -1.7, -37.5
COc1ccccc1C#Cc1cnc2c(c1)C(=O)N([C@@H](C)CO)C[C@@H](C)[C@@H](CN(C)S(=O)(=O)c1cn(C)cn1)O2
  x, -2.8, 6.0, 2.0
O=C(C[C@@H]1C[C@H]2c3cc(NC(=O)NC4CCCC4)ccc3O[C@H]2[C@@H](CO)O1)NCC1CC1
  -2.2, 0.3, 1.6, 1.1
O=C(C1CCCCC1)N1CC(=O)N2[C@H](CO)[C@@H](c3ccc(C#Cc4cccc(F)c4)cc3)[C@H]2C1
  x, 0.6, -7.1, -8.2
C[C@H](CO)N1C[C@H](C)[C@@H](CN(C)S(=O)(=O)c2cn(C)cn2)Oc2ccc(NS(=O)(=O)c3ccc(F)cc3)cc2C1=O
  x, -1.8, -5.4, 39.9

Rewritten in markdown: part of the list above.
| Compound | T cruzi growth | KDM4C inh | C diff growth | Pf Dd2 growth |
| --- | --- | --- | --- | --- |
| C[C@H](CO)N1C[C@H](C)[C@H](CN(C)CC2CC2)Oc2cc(/C=C/c3ccccc3)ccc2S1(=O)=O | 66.1 | -1.0 | 12.0 | -64.5 |
| Cc1noc(C)c1S(=O)(=O)N(C)C[C@H]1OCc2cn(nn2)CCCC(=O)N([C@@H](C)CO)C[C@@H]1C | -3.0 | x | x | -1.2 |

Results in KDM4C inh and T cruzi growth, for some of the entries so far:
SMILES | KDM4C inh | T cruzi growth
O=C(C[C@@H]1C[C@H]2c3cc(NC(=O)NC4CCCC4)ccc3O[C@H]2[C@@H](CO)O1)NCC1CC1 | 0.3 | -2.2
C[C@@H]1CN([C@H](C)CO)C(=O)c2cccc(NS(=O)(=O)c3cccs3)c2O[C@@H]1CN(C)C(=O)Nc1ccccc1 | -2.4 | 19.0
O=C(c1ccc(F)cc1)N1C[C@@H]2N[C@H](C1)C2c1ccc(-c2cccnc2)cc1 (some centres not stated) | -0.4&0.0 | x

Further structures
Order of values: T cruzi growth, KDM4C inh, C diff growth, Pf Dd2 growth
CCC(=O)N[C@@H]1CC[C@@H](CCn2cc(C3CC3)nn2)O[C@H]1CO
  x, 0.9, -0.2, 12.9
C[C@@H]1CCCCO[C@@H](CN(C)CC2CCCCC2)[C@H](C)CN([C@@H](C)CO)C(=O)c2cc(NC(=O)CCC(F)(F)F)ccc2O1
  u, 1.3, 18.3, -11.0
CO[C@H]1CN(C)C(=O)c2ccc(NC(=O)c3cccc(F)c3)cc2OC[C@H](C)N(CC2CC2)C[C@H]1C
  -22.9, 1.1, -1.6, -9.2
O=C(N[C@H]1CC[C@@H](CC(=O)N2CCCCC2)O[C@H]1CO)c1ccc2c(c1)OCO2
  -22.8, -0.6, 2.2, 7.5
CCNC(=O)C[C@@H]1CC[C@H]2[C@@H](COc3ccc(NC(=O)c4ccc(F)cc4)cc3C(=O)N2C)O1
  5.7, -0.8, 8.3, -1.6
C[C@@H]1CCCCO[C@@H](CN(C)C(=O)CCCN(C)C)[C@@H](C)CN([C@H](C)CO)C(=O)c2cc(NS(=O)(=O)c3ccccc3)ccc2O1
  70.4, 2.1, -11.9, 60.8
O=C(CCN1CCCCC1)N[C@H]1CC[C@@H](CCn2cc(-c3ccccc3)nn2)O[C@@H]1CO
  19.4, 2.3, 2.2, -6.4
COCC#Cc1cnc2c(c1)C(=O)N([C@@H](C)CO)C[C@H](C)[C@@H](CN(C)Cc1ccccc1F)O2
  -4.0, 0.5, -0.6, -53.8
COc1ccccc1NC(=O)N1CC(=O)N2[C@H](C1)[C@H](c1ccc(C#Cc3ccccc3)cc1)[C@@H]2CO
  x, -1.7, 12.6, -20.8
Cc1noc(C)c1NC(=O)N(C)C[C@@H]1Oc2ccc(NC(=O)Nc3ccc(C(F)(F)F)cc3)cc2C(=O)N([C@@H](C)CO)C[C@@H]1C
  -4.2, -1.0, 6.8, -31.7
CCCNC(=O)[C@H]1[C@H](CO)[C@H]2Cn3c(ccc(/C=C/c4ccccc4)c3=O)[C@H]2N1CC1CC1
  78.2, 0.5, 19.0, -25.1
C[C@H](CO)N1C[C@H](C)[C@H](CN(C)Cc2ccccc2)Oc2c(NC(=O)C3CCOCC3)cccc2C1=O
  20.9, 0.9, 8.8, 14.7
CC(=O)N[C@H]1C=C[C@@H](CC(=O)NCc2ccc(Cl)cc2)O[C@@H]1CO
  -1.0, 0.2, 0.9, 12.2
CCCNC(=O)N1C[C@H]2[C@@H](c3ccccc31)[C@H](CO)N2C(=O)NCCC
  17.9, 0.5, 8.8, -0.1
Cc1ccc(-c2cnc3c(c2)C(=O)N([C@H](C)CO)C[C@@H](C)[C@@H](CN(C)C(=O)Cc2cccnc2)O3)cc1
  -58.3, 0.7, 2.4, 8.2
O=C(C[C@H]1C=C[C@H](NS(=O)(=O)c2ccc(F)cc2)[C@H](CO)O1)NCCN1CCCCC1
  -32.7, 2.0, -1.6, 5.2
C[C@@H]1CN([C@@H](C)CO)C(=O)c2cc(-c3ccccc3F)cnc2O[C@H]1CN(C)C(=O)c1ccccn1
  1.0, 2.8, 0.2, 48.0
O=C(C[C@H]1C=C[C@H](NC(=O)c2cccc(F)c2)[C@@H](CO)O1)NCc1ccccc1
  35.8, 1.1, x, 3.6
C/C=C/c1ccc([C@H]2[C@@H](CNC(C)C)N(C(=O)c3ccccn3)[C@H]2CO)cc1
  17.4, 5.3, -3.4, 3.0
CCC(=O)Nc1ccc2c(c1)C(=O)N(C)C[C@H](OC)[C@H](C)CN(C(=O)Cc1cccnc1)[C@@H](C)CO2
  -19.0, u, x, 36.7
O=C(Nc1nccs1)[C@@H]1[C@@H](CO)[C@@H]2Cn3c(cccc3=O)[C@@H]2N1C(=O)C1CCC1
  101.4*, 1.2, 0.0, 13.1
C[C@H](O)C#Cc1ccc2c(c1)O[C@@H](CN(C)Cc1cccnc1)[C@@H](C)CN([C@@H](C)CO)S2(=O)=O
  43.6, x, 1.1, -2.4
CCCN1[C@@H]2c3ccc(C4=CCCCC4)c(=O)n3C[C@@H]2[C@@H](CO)[C@@H]1C(=O)NC1Cc2ccccc2C1
  85.2, 8.6, -2.4, x
O=C(C[C@H]1CC[C@H]2NC[C@H](O)COC[C@@H]2O1)NCCc1ccccc1
  15.6, -0.3, -0.3, 3.5
C[C@@H]1CCCCO[C@@H](CN(C)S(=O)(=O)c2ccccc2)[C@H](C)CN([C@@H](C)CO)C(=O)c2cc(NS(=O)(=O)c3ccc(F)cc3)ccc2O1
  62.8, -0.5, -2.1, -52.2
Cc1ccc(S(=O)(=O)N(C)C[C@H]2Oc3c(NC(=O)C4CC4)cccc3C(=O)N([C@@H](C)CO)C[C@@H]2C)cc1
  -26.5, -1.2, -0.3, 5.6
Cc1noc(C)c1S(=O)(=O)Nc1cccc2c1O[C@H](CN(C)S(=O)(=O)c1cccs1)[C@H](C)CN([C@@H](C)CO)C2=O
  7.8, 0.8, -6.1, 7.6
C[C@@H]1CN([C@@H](C)CO)C(=O)c2cc(-c3cncnc3)cnc2O[C@H]1CN(C)C(=O)Cc1cccnc1
  -125.4, 9.6, 0.1, 15.3
C[C@H]1CN([C@@H](C)CO)C(=O)Cc2cc(NC(=O)Nc3ccc4c(c3)OCO4)ccc2O[C@@H]1CN(C)S(=O)(=O)c1ccc(F)cc1
  -2.3, -0.9, -10.5, -4.2
COc1ccc(S(=O)(=O)N(C)C[C@@H]2OCCCC[C@@H](C)Oc3ccc(NS(C)(=O)=O)cc3C(=O)N([C@@H](C)CO)C[C@H]2C)cc1
  -61.8, 0.7, 8.6, -47.4

Source: PubChem BioAssay
